mHTT-CaM PPI inh: inhibitors of human mutant huntingtin-calmodulin interaction; AlphaScreen His-mHTT/GST-CaM binding, luminescence; inhibition, % at 15 µM; 190,000 compounds, 3.6% hits; AID 1671202;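 further: 0% = both proteins with DMSO and 100% = one protein alone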
Target sequence (P42858 whole entry, looked up, stated change not applied): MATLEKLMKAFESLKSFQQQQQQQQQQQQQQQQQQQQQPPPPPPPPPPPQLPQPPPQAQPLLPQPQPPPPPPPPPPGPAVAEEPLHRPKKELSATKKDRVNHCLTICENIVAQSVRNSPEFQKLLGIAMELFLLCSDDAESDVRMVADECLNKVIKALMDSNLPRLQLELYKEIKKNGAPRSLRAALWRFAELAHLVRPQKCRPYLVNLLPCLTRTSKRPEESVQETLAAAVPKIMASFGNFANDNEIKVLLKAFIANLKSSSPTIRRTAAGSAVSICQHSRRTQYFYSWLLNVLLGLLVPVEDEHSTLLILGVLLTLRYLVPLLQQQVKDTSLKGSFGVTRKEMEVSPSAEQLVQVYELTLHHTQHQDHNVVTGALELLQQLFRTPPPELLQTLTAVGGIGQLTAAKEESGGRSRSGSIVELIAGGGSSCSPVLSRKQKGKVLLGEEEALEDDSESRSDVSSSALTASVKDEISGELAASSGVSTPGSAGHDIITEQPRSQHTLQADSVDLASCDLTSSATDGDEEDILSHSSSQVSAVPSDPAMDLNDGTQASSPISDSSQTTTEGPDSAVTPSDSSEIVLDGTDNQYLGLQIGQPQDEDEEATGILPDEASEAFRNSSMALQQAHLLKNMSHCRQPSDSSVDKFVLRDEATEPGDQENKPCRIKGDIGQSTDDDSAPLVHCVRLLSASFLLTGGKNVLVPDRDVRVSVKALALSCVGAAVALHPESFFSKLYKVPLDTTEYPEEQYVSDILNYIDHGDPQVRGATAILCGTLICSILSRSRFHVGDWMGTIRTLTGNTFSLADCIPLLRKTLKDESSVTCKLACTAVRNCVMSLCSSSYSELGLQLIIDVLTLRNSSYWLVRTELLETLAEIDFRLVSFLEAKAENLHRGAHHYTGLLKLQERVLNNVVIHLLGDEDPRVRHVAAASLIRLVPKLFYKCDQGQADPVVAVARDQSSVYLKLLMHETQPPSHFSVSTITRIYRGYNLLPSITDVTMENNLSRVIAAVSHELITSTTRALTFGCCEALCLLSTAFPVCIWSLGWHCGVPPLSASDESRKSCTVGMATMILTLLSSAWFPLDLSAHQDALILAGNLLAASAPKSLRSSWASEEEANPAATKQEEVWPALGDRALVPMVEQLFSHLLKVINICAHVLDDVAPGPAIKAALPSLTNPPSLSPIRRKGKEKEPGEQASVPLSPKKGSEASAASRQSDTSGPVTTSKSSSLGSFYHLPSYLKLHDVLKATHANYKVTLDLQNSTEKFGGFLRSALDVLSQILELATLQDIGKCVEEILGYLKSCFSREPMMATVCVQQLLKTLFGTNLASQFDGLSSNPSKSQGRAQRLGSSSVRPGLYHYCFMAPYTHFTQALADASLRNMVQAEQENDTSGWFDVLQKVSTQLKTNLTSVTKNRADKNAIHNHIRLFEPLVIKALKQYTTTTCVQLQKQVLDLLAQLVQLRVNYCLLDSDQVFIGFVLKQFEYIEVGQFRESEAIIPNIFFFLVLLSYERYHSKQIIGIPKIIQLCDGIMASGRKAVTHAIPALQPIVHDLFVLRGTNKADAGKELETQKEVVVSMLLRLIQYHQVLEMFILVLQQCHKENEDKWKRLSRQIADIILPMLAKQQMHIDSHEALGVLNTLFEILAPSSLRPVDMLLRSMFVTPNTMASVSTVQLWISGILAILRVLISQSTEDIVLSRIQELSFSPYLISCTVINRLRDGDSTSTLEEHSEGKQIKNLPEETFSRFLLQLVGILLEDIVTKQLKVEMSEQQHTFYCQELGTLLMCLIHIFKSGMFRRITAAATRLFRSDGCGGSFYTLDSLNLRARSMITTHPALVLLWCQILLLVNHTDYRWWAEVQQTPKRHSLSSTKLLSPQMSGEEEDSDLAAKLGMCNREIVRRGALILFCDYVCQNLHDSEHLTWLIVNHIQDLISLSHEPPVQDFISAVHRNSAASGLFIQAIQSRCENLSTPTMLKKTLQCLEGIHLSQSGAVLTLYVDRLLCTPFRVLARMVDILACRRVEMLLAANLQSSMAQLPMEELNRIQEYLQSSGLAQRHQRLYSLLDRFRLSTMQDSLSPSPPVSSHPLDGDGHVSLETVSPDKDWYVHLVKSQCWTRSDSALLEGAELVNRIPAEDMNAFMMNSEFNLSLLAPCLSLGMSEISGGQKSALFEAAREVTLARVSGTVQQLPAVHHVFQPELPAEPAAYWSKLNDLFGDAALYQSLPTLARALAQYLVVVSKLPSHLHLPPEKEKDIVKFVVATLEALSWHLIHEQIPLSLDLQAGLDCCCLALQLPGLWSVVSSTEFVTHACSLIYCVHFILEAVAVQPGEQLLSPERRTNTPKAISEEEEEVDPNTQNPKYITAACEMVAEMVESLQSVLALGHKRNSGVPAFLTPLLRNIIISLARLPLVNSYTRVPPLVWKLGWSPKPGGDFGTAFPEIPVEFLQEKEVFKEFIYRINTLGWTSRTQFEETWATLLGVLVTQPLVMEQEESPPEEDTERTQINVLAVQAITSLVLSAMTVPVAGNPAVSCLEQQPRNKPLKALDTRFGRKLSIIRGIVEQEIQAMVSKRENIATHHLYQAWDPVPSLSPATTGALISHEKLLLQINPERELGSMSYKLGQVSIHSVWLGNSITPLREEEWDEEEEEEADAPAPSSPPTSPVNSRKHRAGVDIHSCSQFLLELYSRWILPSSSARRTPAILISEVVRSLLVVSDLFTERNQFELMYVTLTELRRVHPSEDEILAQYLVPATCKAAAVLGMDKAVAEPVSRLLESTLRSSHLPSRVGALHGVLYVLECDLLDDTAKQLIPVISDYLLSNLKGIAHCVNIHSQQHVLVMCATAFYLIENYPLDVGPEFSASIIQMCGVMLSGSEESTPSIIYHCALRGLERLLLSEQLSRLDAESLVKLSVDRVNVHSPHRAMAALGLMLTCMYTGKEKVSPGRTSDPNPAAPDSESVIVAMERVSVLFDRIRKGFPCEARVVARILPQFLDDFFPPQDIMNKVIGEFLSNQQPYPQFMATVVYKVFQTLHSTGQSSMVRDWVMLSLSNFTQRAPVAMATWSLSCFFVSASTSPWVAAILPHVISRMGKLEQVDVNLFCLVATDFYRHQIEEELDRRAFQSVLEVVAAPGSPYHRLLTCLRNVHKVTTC
Pf apPOL block: Pf-apPOL DNA polymerase inhibition; AID 1794808; inhibition, % at 10 µM; Recombinant Pf-apPOL, molecular beacon fluorescence, 1.5 h; 210,000 compounds, 0.25% hits
The depositor's hits bear a star; · = no result given. No stated cut-off is given here; in the data, active means inhibition above about 50%; inactive means the rest.

SMILES	mHTT-CaM PPI inh	Pf apPOL block
Cc1ccccc1C(=O)Nc1cccc([N+](=O)[O-])c1	5	-9
O=C(NCCOc1cccc2cccnc12)c1cc(Cl)ccc1Cl	13	-3
CCc1ccccc1NC(=O)N1CCCN(C2CCN(CCOC)C2=O)CC1 (stereo not drawn)	11	0
CSc1cc(=O)c2ccccc2s1	·	-9
CC(=O)c1cccc(NC(=O)COc2ccc(Cl)cc2Cl)c1	0	0
N#Cc1c2c(c(-n3ccnc3)n3c1nc1ccccc13)CCCC2	-2	-4
Cc1c(-c2csc(/C(C#N)=C/c3cccs3)n2)c(=O)n(-c2ccccc2)n1C	25	18
CCc1nc(NC2CCCCC2)c(C#N)c2c1CCCC2	-6	-6
O=C(Cn1nnc([N+](=O)[O-])n1)NCc1ccccc1	0	0
O=C1/C(=C/c2ccccn2)SC(=Nc2ccccc2)N1c1ccccc1	26	2
N#Cc1c(SCC(=O)Nc2ccccn2)nsc1SCC(=O)Nc1ccccn1	3	-6
Cc1cccc(-n2cnc3cc(C(=O)N4CCc5ccccc54)ccc32)c1	67*	28
CCCC(C)C(=O)NCC1CCCO1 (stereo not drawn)	-6	·
FC(F)(F)Oc1ccc(-n2cccn2)cc1	-2	·
CC(C)C(NC(=O)C12CC3(C)CC(C)(CC(C)(C3)C1)C2)C(=O)O (stereo not drawn)	7	-5
Cn1c(C(=O)Nc2ccc(N3CCOCC3)cc2)cc2c1CCN(Cc1ccccc1)C2	13	2
Cc1cc(C)n(S(=O)(=O)c2cc(C)c(C)cc2C)n1	-16	-2
C[C@@]12CCC=C[C@H]1[C@H](c1ccccc1Br)N(Cc1ccccc1)C2=O	23	-7
N#CSCCCOc1ccccc1Cl	-18	-2
Clc1ccc(OCC2COCCO2)cc1 (stereo not drawn)	-12	36
CCc1ccc(C(=O)N2CCC(COc3ccc(C(=O)NC(C)C)cc3)CC2)cc1	12	-4
O=C(NCCc1ccccc1)C1CCN(C(=O)c2ccc(F)cc2)CC1	4	-6
Cc1cccc(Nc2nnc(C)c(=O)[nH]2)c1	-4	5
Cn1ncc(N2CCCC(C(=O)NCc3ccccn3)C2)cc1=O (stereo not drawn)	1	-8
O=C(O)c1ccc(S(=O)(=O)c2ccc3c(c2)C(=O)N(c2nc4ccccc4s2)C3=O)cc1	5	-1

Individual results from above.
Result of `O=C(O)c1ccc(S(=O)(=O)c2ccc3c(c2)C(=O)N(c2nc4ccccc4s2)C3=O)cc1` under mHTT-CaM PPI inh: 5
Result of `C[C@@]12CCC=C[C@H]1[C@H](c1ccccc1Br)N(Cc1ccccc1)C2=O` under mHTT-CaM PPI inh: 23

Reprinted at random: 2 records from the list.
SMILES	mHTT-CaM PPI inh	Pf apPOL block
O=C(Cn1nnc([N+](=O)[O-])n1)NCc1ccccc1	0	0
O=C(NCCc1ccccc1)C1CCN(C(=O)c2ccc(F)cc2)CC1	4	-6

Continuation:
SMILES	mHTT-CaM PPI inh	Pf apPOL block
Cc1nn(Cc2ccccc2Cl)c(C)c1NC(=O)CCCn1nc([N+](=O)[O-])c(Cl)c1C	27	1
CCC(C)c1ccc(OC2OC(COC(C)=O)C(OC(C)=O)C(OC(C)=O)C2NC(C)=O)cc1 (stereo not drawn)	8	-2
Cc1ccc(C(=O)n2cnc3ccccc32)cc1[N+](=O)[O-]	-3	-1
CCOc1cc(/C=C2\Sc3ccccc3C2=O)cc(I)c1O	71*	-6
COCCNC(=O)c1cnn2c(C)c(Cc3ccccc3F)c(C)nc12	2	-12
COc1ccc(C(=O)Nc2nnc(C(C)C)s2)cc1OC	8	1
CC(=O)Nc1ccc(S(=O)(=O)N2CC=C(c3cn(C(C)C)c4ncccc34)CC2)cc1	24	-5
CCCN(CCO)Cc1ccc([N+](=O)[O-])cc1	-2	-3
Cc1ccc(NC(=O)CC(=O)NN)cc1	1	1
CCc1ccc(NC(=O)N2CCc3nc4cc(-c5ccccc5Cl)[nH]n4c(=O)c3C2)cc1	-5	2
COc1ccc(N2CCN(C(=O)c3ccc(N(C)S(=O)(=O)c4ccccc4)cc3)CC2)cc1	32	0
COc1ccc(Cl)cc1NC(=O)C1CCN(S(=O)(=O)c2ccc(F)cc2)CC1	-3	-3
CCOc1ccccc1Nc1cc(C)nc2ccc(Cl)cc12	0	-2
O=C(NCc1ccc(F)cc1F)C1CCCN(c2cn[nH]c(=O)c2)C1 (stereo not drawn)	-6	-4
N#Cc1cc2c(N)c(C(=O)Nc3ccccc3C(F)(F)F)sc2nc1N	16	-6
O=C(CCC1CCCN(C(=O)Nc2ccc(Cl)cc2)C1)NCc1cccc(Cl)c1 (stereo not drawn)	21	-1
C=CCN1C(C(=O)OC)CN(Cc2cn(Cc3ccc(Cl)cc3)nn2)CCS1(=O)=O (stereo not drawn)	13	-7
CCc1ccccc1N1CCN(C(=O)C(C)C)C(C)C1=O (stereo not drawn)	-5	0
CCOc1cc(C=O)cc(Cl)c1OCc1ccc(C(=O)O)cc1	-2	-14
COc1ccc(NC(=O)Cc2ccc(F)cc2)c([N+](=O)[O-])c1	18	-5
CCSc1nnc(NC(=O)CSc2nc3c(c(=O)n2-c2ccc(C)cc2)SCC3)s1	-5	-1
Cc1occc1C(=O)N1CCN(c2ccccn2)CC1	-4	-10
O=C(CN1CCN(Cc2nc3ccccc3n2Cc2ccccc2)CC1)NCc1ccco1	28	-15
O=C(O[C@H]1[C@H](Cc2ccccc2)NS(=O)(=O)[C@H]2CC3C=C[C@]12O3)c1ccc(Br)cc1	22	-2
COc1ccccc1C(=O)N/C(=C/c1ccc2c(c1)OCO2)C(=O)NCCC(=O)O	2	-1

Some of the entries so far, as labelled records.
Structure: CCOc1cc(/C=C2\Sc3ccccc3C2=O)cc(I)c1O
  mHTT-CaM PPI inh: 71* | Pf apPOL block: -6
Structure: COCCNC(=O)c1cnn2c(C)c(Cc3ccccc3F)c(C)nc12
  mHTT-CaM PPI inh: 2 | Pf apPOL block: -12
Structure: COc1ccc(C(=O)Nc2nnc(C(C)C)s2)cc1OC
  mHTT-CaM PPI inh: 8 | Pf apPOL block: 1
Structure: CC(=O)Nc1ccc(S(=O)(=O)N2CC=C(c3cn(C(C)C)c4ncccc34)CC2)cc1
  mHTT-CaM PPI inh: 24 | Pf apPOL block: -5

(list continues)
SMILES	mHTT-CaM PPI inh	Pf apPOL block
CCc1c(C)c(C#N)c2nc3ccccc3n2c1NCc1ccco1	-4	-16
CCOCCCNc1nc(C)nc2onc(CC)c12	-9	-2
CN(C)c1ccc(C=C2Oc3cc(O)ccc3C2=O)cc1	-23	-18
O=C(c1ccco1)N1CCC(CCOc2ccccc2F)CC1	39	-2
COc1ccc(NC(=O)c2nc(C)n(-c3ccccc3)n2)cc1	5	-4
Cc1cc(OC(=O)c2sc3ccccc3c2Cl)c2cc(F)ccc2n1	·	-6
O=C(c1cccc(F)c1)N1CCC(c2ccn3ncc(C(=O)N4CCCCC4)c3c2)CC1	15	-3
COc1ccc(NC(=O)c2c(O)c3cccc4c3n(c2=O)CC4)cc1	2	-1
COc1ccc(C2=NC(C)(C)N(CC(=O)Nc3cccc(Cl)c3)C2=O)cc1	25	1
Cc1cc2ncc(-c3ccnc(SCC(=O)Nc4ccc(Cl)cc4)n3)c(C)n2n1	·	2
O=C1CCC[C@@H]2C[C@@]3(C[C@@H]4CCN1[C@H]24)Nc1cc([N+](=O)[O-])ccc1NC3=NCc1ccccc1	31	-5
COc1cccc(CCC(=O)N2CCN(c3nc4ccncc4n(CC(C)C)c3=O)CC2)c1	20	2
Cc1cccc(-c2nc(C3CCN(S(=O)(=O)c4ccc(F)cc4)CC3)no2)c1	-3	-4
Cc1c(C(=O)NCCCN2CCOCC2)oc2ccc(S(=O)(=O)N3CCCCC3)cc12	4	-17
CCC(NC(=O)c1ccccc1NC(=O)c1ccccc1)C(=O)N1CCOCC1 (stereo not drawn)	1	-17
COc1ccc(C2CC(C(F)(F)F)n3nc(C(=O)N4C(C)CCCC4C)c(Cl)c3N2)cc1 (stereo not drawn)	35	-2
O=C(c1cccc(N2CCNC(c3ccccc3)C2)n1)N1CCC(Cc2ccccc2)CC1 (stereo not drawn)	24	-2
O=C(NCCN1CCOCC1)c1cnn2c1NC(c1ccco1)CC2C(F)(F)F (stereo not drawn)	-2	1
COc1cc(C(=O)Nc2nnc(C(C)C)s2)c(Br)c(OC)c1OC	3	-6
c1ccc(NC(c2ccccc2)c2ccncc2)cc1 (stereo not drawn)	5	-2
COc1cccc(C2CC(c3ccc(OC)cc3OC)n3ncnc3N2)c1 (stereo not drawn)	-1	-4
CCCC(=O)Nc1ccc2c(c1)CC(C(=O)NC1CCCCCC1)CO2 (stereo not drawn)	-1	-5
COc1ccc(/C=C2\SC(=O)N(c3ccc(Cl)cc3)C2=O)cc1O	31	-2
CCOC(=O)c1cn(C2CN(S(=O)(=O)c3ccc(F)cc3F)C2)nn1	-3	0
Cc1cccn2c(=O)c3cc(C(=O)NCc4ccco4)c(=N)n(CCOCCO)c3nc12	9	-10
More records
SMILES	mHTT-CaM PPI inh	Pf apPOL block
COc1cc(C(=O)n2ccc([N+](=O)[O-])n2)cc(OC)c1OC	-11	-4
O=C(Nc1ccc(Cl)cc1F)N1CCc2c(nc[nH]c2=O)C1	-6	-5
Cc1cc(C(=O)N2CCOCC2)nn1CC(=O)NC(C)(C)C	-12	-4
CSc1cccc(NC(=O)C2CC(=O)N(c3ccc4c(c3)CCN4C(C)=O)C2)c1 (stereo not drawn)	4	0
COc1ccc(C2=N/C(=C\c3ccc(F)cc3)C(=O)O2)cc1[N+](=O)[O-]	-6	-6
CN(c1ccc(Br)cc1)S(=O)(=O)c1ccc2c(c1)CCN2C(=O)C1CC1	6	-1
O=C(NCCc1ccccc1)c1cnn2c3c(cnc12)CCCCCC3	2	0
Cn1cnnc1SCC(=O)c1ccc(F)cc1	2	-10
COc1cccc(-c2noc(CSc3nc(-c4cccnc4)cc(=O)[nH]3)n2)c1OC	-4	-6
COc1ccc(CCC(C)Nc2ccc(F)cc2)cc1 (stereo not drawn)	26	-4
CC1CCCCN1CCNC(=O)CC1CCN(S(=O)(=O)c2cccs2)CC1 (stereo not drawn)	5	5
Cc1ccc(-c2nc3ncccc3o2)cc1NC(=O)COc1ccccc1C	6	0
COCCCNC(=O)CC1Sc2ncccc2N(C)C1=O (stereo not drawn)	-4	-3
O=C(CCCn1c2ccccc2c(=O)c2ccccc21)Nc1ccc(F)cc1F	18	-7
O=C(NCc1ccco1)C1CCN(c2nnc3ccc(Cl)cn23)CC1	1	-1
O=c1[nH]c(/C=C/c2cccc([N+](=O)[O-])c2)nc2ccccc12	-8	-2
CC(C)c1ccc([N+](=O)[O-])cc1S(=O)(=O)N1CCN(c2ccccc2)CC1	12	1
Nc1nc(=S)c2ncn(C3OC(CO)C(O)C3O)c2[nH]1 (stereo not drawn)	-7	·
COc1ccc2cc(C(N)=O)c(=Nc3cccc(F)c3)oc2c1	5	2
O=C(Cn1nc(N2CCSCC2)c2ccccc2c1=O)Nc1ccc(Cl)cc1	11	-4
CCCSC1=C(C#N)C(c2ccc3c(c2)OCO3)CC(=O)N1 (stereo not drawn)	-1	-4
COc1ccc(NC(=O)NCCC2CCN(S(=O)(=O)c3ccccc3)CC2)c(OC)c1	40	2
O=C(CCNS(=O)(=O)c1ccc(Br)s1)NCc1ccc(F)cc1	1	-6
COCCN(Cc1ccsc1)C(=O)Nc1ccccc1C(F)(F)F	-16	-6
COc1ccc(C)cc1NC(=O)c1ccoc1C	1	1

Next section; it opens with the 5 that closed the last part.
SMILES	mHTT-CaM PPI inh	Pf apPOL block
CCCSC1=C(C#N)C(c2ccc3c(c2)OCO3)CC(=O)N1 (stereo not drawn)	-1	-4
COc1ccc(NC(=O)NCCC2CCN(S(=O)(=O)c3ccccc3)CC2)c(OC)c1	40	2
O=C(CCNS(=O)(=O)c1ccc(Br)s1)NCc1ccc(F)cc1	1	-6
COCCN(Cc1ccsc1)C(=O)Nc1ccccc1C(F)(F)F	-16	-6
COc1ccc(C)cc1NC(=O)c1ccoc1C	1	1
O=C(Nc1ccc(F)c(F)c1F)c1ccc(=O)n(Cc2cccc([N+](=O)[O-])c2)c1	6	0
Cc1ccccc1NC(=O)N1CCC2(C1)C(=O)Nc1ccccc12 (stereo not drawn)	0	-2
CCOC(CNC(=O)c1cnn2c(C)c(Cc3ccccc3F)c(C)nc12)OCC	22	-10
O=C1C(=O)N(Cc2cccnc2)C(c2cccnc2)C1=C(O)c1ccccc1 (stereo not drawn)	4	-15
O=C(Nc1cc(-c2nc3ccccc3s2)ccc1Cl)c1ccco1	4	6
CCOCCCN1COc2ccc3c(=O)c(Oc4cccc(OC)c4)c(C)oc3c2C1	-4	-2
CCC(=O)NCc1csc(C2CCN(S(=O)(=O)c3cc(C)ccc3C)CC2)n1	13	2
O=C(c1c(F)cccc1F)N1CCN(c2ccc(Cl)c(Cl)c2)CC1	19	3
O=C(NC1CCCCC1)N1CCN(C/C=C/c2ccccc2)CC1	2	0
CCc1ccc(-c2cn3c4ccccc4nc3n2CCN2CCOCC2)cc1	23	-4
Cc1c(C(=O)Nc2ccc(F)cc2)sc2nc(-c3ccccc3)cn12	-1	3
Cc1c(Cl)cccc1NS(=O)(=O)c1cc(Br)cc2c1N(C(=O)C1CC1)CC2	2	-5
COc1ccc(OC)c(C2=NOC(C(=O)NCc3ccccn3)C2)c1 (stereo not drawn)	3	-3

Bioassay records as filed in PubChem BioAssay.

Rows are unselected. Share with any hit: about 3.5%.
